FLuc modulator: counter-screen for miR-21 project: firefly luciferase inhibitors or activators; P08659; purified FLuc, Km substrates, luminescence inhibition; Potency, µM (doses to about 57.5 µM), for the others: at the top dose activity change, negative = inhibition, actives largely listed as inhibitors; 360,000 tested, 6.9% active;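 note: potency is the fitted concentration of half-maximal effect; plate controls were vehicle for no effect and reference inhibitor for full effect; nearly all actives have a fitted effect of over 55% in size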
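Biochemical qHTS of compounds, final roughly 60 µM downward over six points, against 10 nM purified firefly luciferase using Km concentrations of substrates (10 uM D-luciferin, 10 uM ATP) in Tris acetate pH 7.5 buffer; luminescence output.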
RORg inh: blocks mouse ROR gamma transcriptional activity; P51450; Drosophila S2 Gal4-RORgamma UAS-luciferase reporter, 20 h; Potency, µM (titrated, usually from 53.6 µM), for the others: at the highest dose activity change, negative = inhibition, actives largely listed as inhibitors; 310,000 tested, 5.4% active; AID 2551; note: potency is the fitted concentration of half-maximal effect; % is set by controls: 0 for no effect and ±100 for the full control effect; nearly all actives have a fitted effect of over 60% in size
Target sequence (P51450 whole entry, looked up, the tested form may be a part): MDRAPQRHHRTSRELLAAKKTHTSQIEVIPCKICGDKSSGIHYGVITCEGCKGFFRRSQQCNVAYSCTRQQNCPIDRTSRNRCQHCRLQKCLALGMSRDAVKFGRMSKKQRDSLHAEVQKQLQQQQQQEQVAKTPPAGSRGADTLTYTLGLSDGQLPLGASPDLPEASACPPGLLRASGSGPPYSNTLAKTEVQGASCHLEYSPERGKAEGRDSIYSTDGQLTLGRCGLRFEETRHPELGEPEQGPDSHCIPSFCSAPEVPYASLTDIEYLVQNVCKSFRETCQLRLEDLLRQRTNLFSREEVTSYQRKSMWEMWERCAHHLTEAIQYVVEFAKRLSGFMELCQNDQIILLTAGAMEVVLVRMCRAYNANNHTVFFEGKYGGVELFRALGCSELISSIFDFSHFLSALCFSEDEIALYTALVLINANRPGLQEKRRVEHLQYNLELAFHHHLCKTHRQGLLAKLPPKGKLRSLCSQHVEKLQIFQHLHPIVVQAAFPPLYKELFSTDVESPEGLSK
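Drosophila Schneider cells stably carrying a metallothionein-driven Gal4 DBD–ROR gamma fusion and a UAS-Photinus luciferase reporter were exposed to compound for 1 hr, then induced with copper sulfate (700 uM final) for 20 hr at ambient temperature before luminescence reading.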
TRPV1 ag: human TRPV1 agonism. Q8NER1. TRPV1-expressing cells, Fluo-8 calcium influx, agonist mode. activation, % at 8.33 µM. 320,000 tested, 0.19% active. AID 540275; in the data active = activation above about 80%; inconclusive = between about 30% and that limit; note: 0% is about no effect
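Fluo-8 calcium influx in TRPV1-expressing cells, kinetic read (ex 480/em 520 nm). Compound added and read 3 min for agonist activity, followed by capsaicin at EC20 final and 2 min further read for enhancement.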
Gal4-VP16 FLuc: inhibits Gal4-VP16 luciferase reporter, ROR gamma counter-screen. Drosophila S2 Gal4-VP16 UAS-luciferase, luminescence, 20 h. Potency, µM (titrated, usually from 53.6 µM), for the others: top-dose activity, negative = inhibition, usual class: inhibitors. 310,000 tested, 3.5% active;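 note: Gal4-VP16 expression switched on by copper sulfate through the metallothionein promoter; potency is the fitted concentration of half-maximal effect; % is set by controls: 0 for no effect and ±100 for the full control effect; nearly all actives have a fitted effect of over 50% in size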
ELG1 genotoxic: inducers of genotoxicity in HEK293T ELG1-luciferase cells; HEK293T ELG1-luciferase reporter, luminescence, 16 h; 330,000 tested, 1.3% active; Potency, µM (top dose mostly 46 µM), for the others: at the top dose activity change, positive = activation, actives largely listed as activators; note: potency is the fitted concentration of half-maximal effect; % of control where 0% means no effect; nearly all actives have a fitted effect of over 60% in size
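Genotoxic stress is detected as increased luminescence from luciferase-tagged ELG1 in HEK293T cells, measured with ONE-Glo after a 16 hr treatment at 37 °C.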
NPC1 promoter act: activates the NPC1 promoter; 320,000 tested, 2.4% active; Potency, µM (top dose mostly 9.22 µM), inactives show top-dose activation, most hits filed as activators; AID 485313; Huh7 NPC1 promoter luciferase reporter, 24 h;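 note: potency is the fitted concentration of half-maximal effect; % of control where 0% means no effect; nearly all actives have a fitted effect of over 60% in size; reporter is driven by a mutant NPC1 promoter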
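NPC1 promoter–luciferase Huh7 cells; 24 h compound; luminescence.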
p53 reactivator: mutant p53 re-activation in reporter cells; H1299 p53-A138V BP100-luciferase reporter, luminescence, 24 h; Potency, µM (doses to about 92.2 µM), inactives show at the top dose activity change, positive = activation, actives largely listed as activators; 320,000 tested, 0.063% active; AID 504706; note: potency is the fitted concentration of half-maximal effect; % of control where 0% means no effect; nearly all actives have a fitted effect of over 45% in size
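p53-null H1299 cells stably carrying temperature-sensitive p53-A138V and a BP100-luciferase reporter were pinned with compounds (4-point, 1:5 series) and held 24 hrs at 37 deg C. Luminescence was read 10 min after detection reagent.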
Rab9 prom act: activates the Rab9 promoter | AID 485297 | Potency, µM (highest dose often 9.22 µM), for the others: at the highest dose activation, negative = inhibition, hits mostly activators | Huh7 Rab9 promoter-luciferase reporter, luminescence, 24 h | 320,000 tested, 2.8% active; note: potency is the fitted concentration of half-maximal effect; % of control where 0% means no effect; nearly all actives have a fitted effect of over 60% in size
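Cells were plated at 1500 per well in reduced-serum medium with 10% FBS and left 2 h. Compound in DMSO was then added for 24 h at 37 °C. Reporter signal was read by luminescence after 10 min with luciferase detection reagent.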
Tb PFK inh: inhibitors of T. brucei phosphofructokinase | O15648 | T. brucei PFK, ADP-Glo luminescence | Potency, µM (doses to about 57.5 µM), for inactives: top-dose activity, negative = inhibition, actives largely listed as inhibitors | 330,000 tested, 0.17% active | AID 485367;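 note: potency is the fitted concentration of half-maximal effect; 0% = uninhibited 1x PFK enzyme wells and -100% = no-enzyme wells; nearly all actives have a fitted effect of over 60% in size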
Target sequence (O15648 whole entry, looked up): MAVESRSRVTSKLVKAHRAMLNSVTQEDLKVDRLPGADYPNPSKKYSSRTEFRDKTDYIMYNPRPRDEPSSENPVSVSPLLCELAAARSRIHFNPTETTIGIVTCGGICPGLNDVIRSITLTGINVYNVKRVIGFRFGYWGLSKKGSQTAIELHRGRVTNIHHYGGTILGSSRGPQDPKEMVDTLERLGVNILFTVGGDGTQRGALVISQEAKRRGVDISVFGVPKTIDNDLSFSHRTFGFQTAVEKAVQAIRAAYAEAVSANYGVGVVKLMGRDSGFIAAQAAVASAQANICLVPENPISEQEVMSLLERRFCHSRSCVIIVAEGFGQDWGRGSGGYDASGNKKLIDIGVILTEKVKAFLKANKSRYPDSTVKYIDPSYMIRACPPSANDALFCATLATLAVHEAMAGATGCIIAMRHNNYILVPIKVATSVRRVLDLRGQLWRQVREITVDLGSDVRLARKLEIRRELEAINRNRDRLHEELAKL
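ADP-Glo luminescence quantified ADP after 45 min at room temperature, with 1.25 nM T. brucei PFK, 0.1 mM ATP and 0.5 mM fructose-6-phosphate in pH 8.0 TEA buffer. qHTS titrations up to 57 µM; curves classified by quality.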
BRCA1 expr up: increases BRCA1 expression | 380,000 tested, 1.1% active | MCF7-BRCA1-FFLuc reporter, luminescence, 48 h; response scale: scaled: vehicle 0%, 10 µM genistein 100% | Potency, µM (highest dose often 46.1 µM), for the others: at the highest dose activation, usual class: activators; note: potency is the fitted concentration of half-maximal effect; nearly all actives have a fitted effect of over 80% in size; some results filed as inactive show a strong effect at the top dose
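Luminescence from a BRCA1-driven firefly luciferase in MCF7 cells was the read-out, taken 15 min after substrate addition following 48 h compound exposure at 37 °C. Data were normalized to a 10 microM genistein control and DMSO vehicle.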
ELG1 repair inh: blocks ELG1-dependent DNA repair in HEK293T cells | HEK293T ELG1-luciferase reporter, luminescence, 16 h; DNA damage induced by 5-fluorouridine | Potency, µM (top dose mostly 46.1 µM), for inactives: at the top dose activity change, negative = inhibition, most hits filed as inhibitors | 330,000 tested, 2.3% active; note: potency is the fitted concentration of half-maximal effect; % is set by controls: 0 for no effect and ±100 for the full control effect; nearly all actives have a fitted effect of over 55% in size
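Reporter activity after DNA damage by 5-fluorouridine is monitored. Compound-treated cells incubate 16 hr at 37 °C, then ONE-Glo is added for 30 min before luminescence reading.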
The depositor's hits bear a star; ? = inconclusive; nt = not tested or not shown; & = joins results of further samples; [ ] = dose if it differs, or a comment. Unless noted, calls come from the whole dose curve; as a rule, active = well fitted curve in the direction sought with a large enough effect; inconclusive = small, poorly fitted or top-dose-only effect, or another doubt; inactive = no such curve, though single readings can be large; an effect the other way counts as inactive or inconclusive.

SMILES | FLuc modulator | RORg inh | TRPV1 ag | Gal4-VP16 FLuc | ELG1 genotoxic | NPC1 promoter act | p53 reactivator | Rab9 prom act | Tb PFK inh | BRCA1 expr up | ELG1 repair inh
COC(=O)c1cn(Cc2ccccn2)c(=O)c2ccccc12 | 4.5% | 1.3% | 0.2 | 16.8% | 1.2% | -10.1% | -1.7% | 0.8% | -8.1% | -29.7% | 0.4%
O=C(Nc1ccccc1)c1ccc(S(=O)(=O)NCc2ccco2)cc1 | -1.8% | ? | 6.3 | 14.3% | -1.8% | -1.1% | 0.4% | 1.0% | 7.1% | -11.1% | -17.7%
Cc1ccc(C(=O)N/N=C/C=C/c2ccccc2)cc1 | ? | 3.16µM* | ? | 7.94µM* | 11.6% | 17.1% | 2.8% | 18.4% | 2.0% | 18.2% | -9.1%
CN(c1ccccc1C(=O)Nc1cccnc1)S(C)(=O)=O | 2.6% | -2.9% | -0.6 | -3.1% | nt | nt | nt | nt | nt | 0.2% | nt
CC(C)(C)N(C=C(Cl)Cl)C(=O)NC1CCCCC1 | 3.1% | -4.0% | 12.0 | 4.8% | 3.7% | -8.7% | 28.0% | 5.2% | 4.6% | 7.6% | 21.4%
CN1CCN(C2=CC3=CC(=C(C#N)C#N)CCC3CC2)CC1 (centres undefined) | -6.4% | -4.7% | 183.6* | -23.4% | -2.4% | 2.9% | 0.3% | -12.9% | -6.8% | -30.7% | 0.0%
Cc1cc(N2C(=O)C3C4CCC(C4)C3C2=O)no1 (centres undefined) | 3.5% | 2.3% | 2.5 | -2.5% | -0.4% | -1.1% | 0.6% | -0.2% | 0.5% | 3.2% | -4.0%
Cc1cccc(NC(=S)N(Cc2ccc(Cl)cc2)Cc2ccc(C(=O)O)cc2)c1 | -19.8% | 42.1% | 2.2 | -3.9% | -2.6% | -7.2% | -3.8% | 1.1% | 2.3% | -4.0% | ?
Cc1ccccc1CSc1nnc(-c2ccccn2)n1N | ? | 15.1% | 7.3 | -2.7% | ? | ? | 14.6% | 27.3% | 2.1% | ? | ?
O=C(NCCCN1CCOCC1)c1cc(Cl)ccc1OCc1ccccc1 | 7.1% | -9.5% | 26.4 | 0.0% | -1.9% | -3.1% | -5.8% | -0.2%[1.84 µM] | 14.0% | -20.2% | 0.2%
O=c1cc(-c2ccccc2)nc(SCc2ccccc2)[nH]1 | 1.4% | 8.2% | -4.7 | 4.5% | 1.2% | 1.3% | 0.3% | 0.5% | 2.2% | -48.3% | 19.0%
O=C(COC(=O)c1cc2ccccc2cc1O)NC1CCCCC1 | nt | nt | nt | nt | -3.3% | nt | 12.0% | nt | -3.4% | -13.2% | -22.5%
Cc1cc([N+](=O)[O-])ccc1-c1ccc(/C=N/NC(=O)c2ccc(Br)o2)o1 | -0.6% | 7.08µM* | -0.8 | 7.94µM* | -5.0% | -0.5% | -1.8% | -2.8% | 3.0% | -100.3%[inhibitor] | -11.6%
CCNC(=O)COC(=O)CNC(=O)c1cc(Cl)cc([N+](=O)[O-])c1 | -9.5% | 0.0% | 0.8 | -6.2% | 1.6% | 5.1% | -3.5% | -5.1% | -1.9% | 8.4% | 10.5%
CCN1CCN(C(=O)c2cc(COc3ccc(C(C)=O)cc3OC)on2)CC1 | 12µM* | -0.6% | -0.9 | 9.3% | ? | 2.24µM* | ? | 3.16µM* | 7.8% | ? | ?
COc1ccc(/C=C/C(=O)Nc2cccnc2)cc1OC | ? | 37.0% | 8.7 | 22.9% | 13.0% | 26.2% | ? | ? | 5.4% | 67.1% | ?
CC(C)CC(=O)NCCCN1CCN(CCCNC(=O)CC(C)C)CC1 | -2.9% | -2.5% | -2.6 | 5.7% | 4.0% | -2.7% | -1.1% | 0.5% | 4.4% | 0.2% | -3.2%
CC(C)C(OC(=O)c1nsc(Cl)c1Cl)C(=O)NCc1ccccc1 (centres undefined) | 3.7% | -3.9% | 2.9 | 0.8% | -4.9% | -2.6% | -2.8% | -2.7% | 0.0% | 6.5% | 4.3%
CCN(CC)S(=O)(=O)c1ccc2oc(C(=O)NC3CC3)c(C)c2c1 | -0.8% | ? | 0.2 | -5.6% | -5.1% | -9.1% | 1.0% | 1.8% | -11.3% | -8.2% | ?
Cc1ccc(C)c(N2CCN(C(=O)c3cc4sccc4n3C)CC2)c1 | -10.0% | 15.2% | 10.6 | ? | -6.4% | -1.5% | 7.4% | -1.0% | 0.8% | -41.4% | ?
O=C(Nc1ccc(C(=O)O)cc1)/C(=C\c1ccc2c(c1)OCO2)NC(=O)c1ccc(Br)cc1 | -2.5% | ? | -2.2 | -1.6%[10 µM] | 0.2% | 4.6% | -2.2% | -10.9% | -0.2% | 0.7% | ?
COc1ccc(C(=O)Nc2ccc(C(=O)OCC(=O)c3ccccc3)cc2)cc1 | 0.3% | 2.8% | -1.4 | -5.2% | 0.8% | 10.7% | 1.2% | 10.5% | -1.4% | 44.0% | 2.8%
COc1cc(CNc2ccc(C)c(C)c2)cc(OC)c1OC | -13.8% | -8.4% | 1.8 | 0.9% | 17.3% | -34.9%[inhibitor] | 9.5% | -11.7% | -2.2% | -71.0% | ?
CC(=O)c1c(C)[nH]c(C(=O)COC(=O)COc2ccccc2F)c1C | -18.0% | nt | -0.3 | nt | -0.7% | -15.7% | -1.2% | 11.6% | -0.2% | -1.4% | -11.9%
C[C@H](CO)NC(=O)[C@H](C)[C@@H]1C[C@@]1(C)[C@@H](NC(=O)OCc1ccccc1)c1ccccc1 | 1.0% | 36.0%&-4.0% | 1.4 | -5.5%&5.2% | -0.1% | -1.3% | -0.2% | -6.2% | -2.5% | -6.4% | 0.3%
CCCCNC(=S)NNC(=O)c1ccncc1 | 5.9% | ? | -2.4 | -3.1% | -6.6% | 1.7% | 3.9% | -4.5% | 0.2% | -1.5% | -3.5%
CCOCc1nnc(NC(=O)CCC2CCCCC2)s1 | -1.2% | -0.2% | 1.7 | 5.3% | 2.2% | -1.6% | ? | -0.9% | -4.8% | 5.3% | ?
CN(CC(O)Cn1cnc2c1c(=O)n(C)c(=O)n2C)c1ccccc1 (centres undefined) | -0.6% | ? | 1.2 | -3.9% | -5.2% | -8.0% | 4.1% | -13.6% | 1.8% | -21.8% | -15.4%
Cc1cccc(OCc2nc(C)cc(=O)[nH]2)c1 | -0.5% | 23.3% | -1.7 | 12.4% | 0.0% | 9.6% | 6.6% | 2.5% | 1.0% | 23.7% | 15.5%
N#C/C(=C/c1ccc(Br)o1)C(N)=S | -11.0% | -16.4% | -2.0 | -1.5% | ? | -3.7% | -15.1% | -17.3% | -4.3% | nt | 0.0%
CCc1ccc2oc(-c3ccc(OC)cc3)cc(=Nc3c(C)n(C)n(-c4ccccc4)c3=O)c2c1 | 8.49µM* | ? | ? | ? | -14.4% | ? | 34.0% | ? | -0.9% | -38.2% | ?
Fc1ccc(Cn2ccc(-c3cnc(-c4ccccc4)s3)n2)cc1 | 10.7µM* | ? | 14.5 | -0.2% | ? | ? | ? | 3.16µM* | 0.5% | 85.8% | ?
CC(=O)Nc1ccc(NC(=O)CCCSc2nc3ccccc3[nH]2)cc1 | -3.3% | 6.1% | 0.5 | -6.1% | 6.1% | -2.4% | 0.0% | -2.6% | 5.0% | 0.0% | 6.1%
COc1ccc(Cn2c(CCC(=O)Nc3ccccc3OC)nc3cccnc32)cc1 | -13.7%&-15.8% | 2.5% | 1.7 | -3.1% | -2.0% | 1.4% | 6.9% | -4.5% | -4.1% | -7.6% | -13.4%
COc1ccc2cc(-c3ccccc3F)ncc2c1 | 0.953µM* | nt | 12.8 | nt | ? | 1.41µM* | ? | ? | -4.3% | ? | ?
CC(NC(=O)c1ccc(Cl)c(Cl)c1)c1ccc(-c2ccccc2)cc1 (centres undefined) | 1.8% | -7.0% | 4.3 | -10.6% | -3.7% | -0.4% | 3.5% | 0.3% | -1.0% | -12.0% | ?
CC(=O)c1cccc(NC(=O)C(C)N2CCc3ccccc3C2)c1 (centres undefined) | -1.4% | -4.7% | 18.1 | 1.1% | 4.1% | -4.9% | -1.4% | 2.3% | -3.4% | -1.9% | 0.9%
Cc1nn(Cc2ccccc2)c(C)c1NC(=O)c1cccs1 | -2.6% | 2.5% | 0.1 | -12.1% | -1.6% | -3.9% | -2.3% | -3.2% | -2.9% | 10.6% | -2.9%
COc1ccc(C(=O)N2CCC(C(=O)NC3CC3)CC2)cc1 | 1.4% | 4.8% | -1.9 | 1.6% | 2.0% | -3.2% | 11.0% | -1.8% | 0.4% | -7.8% | 16.4%
O=C(CCN1C(=O)COc2ccccc21)NCCCN1CCN(c2ccccc2F)CC1 | 0.5% | -24.7% | -3.1 | 4.7% | -12.3% | -1.0% | -5.5% | -2.9% | -3.1% | -32.9% | -10.2%

Screening data deposited in PubChem by National Center for Advancing Translational Sciences (NCATS).
